# Screens from PubChem.
# proKLK7 act: activators of human kallikrein-7 zymogen; P49862; purified proKLK7, EDANS-DABCYL substrate fluorescence; 100% is mature enzyme control, 0% vehicle; activation, % at 7 µM; hit rate 0.9% among 370,000;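 active means activation above the mean of all tested compounds plus 3 SD, computed per campaign excluding outliers beyond control limits, cut at about 13% in these data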
# Target sequence (P49862 whole entry, looked up): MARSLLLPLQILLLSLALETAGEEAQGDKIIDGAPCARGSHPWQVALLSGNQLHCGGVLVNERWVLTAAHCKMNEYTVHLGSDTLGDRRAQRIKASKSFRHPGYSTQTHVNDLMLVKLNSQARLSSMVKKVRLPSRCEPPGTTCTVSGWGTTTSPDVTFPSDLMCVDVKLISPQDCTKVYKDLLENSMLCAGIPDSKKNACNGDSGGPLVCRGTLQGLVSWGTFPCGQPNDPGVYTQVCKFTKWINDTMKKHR
# NPR2 activator: GC-B (human) receptor activation; P20594; HEK293-GC-B cells, CNP EC30, cGMP TR-FRET; 0% at EC30 CNP, 100% saturating CNP; activation, % at 10 µM; hit rate 0.11% among 370,000; AID 1920062;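 active means activation at 10 µM reaching about 35% in either raw or pattern-adjusted values, limit read from the data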
# NPR1 activator: GC-A (human) enzyme activation | HEK293 GC-A cells, cGMP TR-FRET, EC30 ANP; 0% at EC30 ANP, 100% saturating ANP | hit rate 0.14% among 370,000 | P16066 | activation, % at 10 µM; in the data active means activation above about 40%
# FXN GAA850 act: activators of GAA850 frataxin (FXN) promoter. HEK293 lucGAA850 FXN promoter luciferase reporter, 24 h; percent of 10 µM SAHA response. activation, % at 6 µM. hit rate 0.56% among 360,000. AID 540364;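 active means activation above the average of all compounds screened plus 3 SD, cutoff fixed separately per campaign, cut at about 7.5% in these data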;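 further: 0% = DMSO wells and 100% = 10 µM SAHA wells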
# ADAM10 inh: ADAM10 inhibition, QFRET primary screen; hit rate 0.62% among 370,000; inhibition, % at 7 µM; recombinant ADAM10, EDANS/DABCYL FRET peptide cleavage, 3 h; O14672;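 active means inhibition above a per-campaign cutoff equal to the mean of compounds falling between control-based bounds plus 3 SD, cut at about 20% in these data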;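 further: 0% = DMSO wells while the 100% control is not disclosed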
# Target sequence (O14672 214-748 limits assumed): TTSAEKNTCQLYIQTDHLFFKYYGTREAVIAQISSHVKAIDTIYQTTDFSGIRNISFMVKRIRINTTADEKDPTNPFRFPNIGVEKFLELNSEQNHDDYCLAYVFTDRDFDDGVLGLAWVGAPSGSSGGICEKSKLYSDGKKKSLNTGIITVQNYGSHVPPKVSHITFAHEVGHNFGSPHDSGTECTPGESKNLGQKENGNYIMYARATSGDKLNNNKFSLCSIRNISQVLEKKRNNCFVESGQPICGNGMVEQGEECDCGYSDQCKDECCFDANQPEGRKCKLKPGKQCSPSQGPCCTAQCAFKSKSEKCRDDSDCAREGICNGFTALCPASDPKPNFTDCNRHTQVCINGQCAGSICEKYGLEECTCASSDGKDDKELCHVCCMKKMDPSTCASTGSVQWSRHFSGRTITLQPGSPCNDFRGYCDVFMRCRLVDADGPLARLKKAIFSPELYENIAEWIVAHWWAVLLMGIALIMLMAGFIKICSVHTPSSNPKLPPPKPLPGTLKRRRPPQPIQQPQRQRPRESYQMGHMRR
# HGIII-sPLA2 inh: Inhibits HGIII-sPLA2 liposome hydrolysis, primary screen; inhibition, % at 12.2 µM; QFRET BODIPY PC-A2 liposome hydrolysis, fluorescence; hit rate 0.56% among 370,000; Q9NZ20;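 active means inhibition above mean plus 3 SD of compounds lying within the high and low control bounds, cut at about 19% in these data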;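 further: 0% = median of test compound wells and 100% = no enzyme DMSO wells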
# ASAP1 GAP inh: ASAP1 ArfGAP inhibition. ASAP1-stimulated ARF1 GTP hydrolysis, GDP FP detection. inhibition, % at 16.5 µM. hit rate 0.19% among 360,000. AID 624377; in the data active means inhibition above about 25%;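 further: 0% = vehicle with enzyme and substrate and 100% = no enzyme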
# rCAG RNA binder: binds r(CAG) RNA repeats; r(CAG) RNA repeat, TO-PRO-1 dye displacement fluorescence; inhibition, % at 3 µM; hit rate 1.3% among 370,000; AID 651821;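 active means inhibition above the plate cutoff, the mean of all test compounds on that plate plus 3 SD, cut at about 35% in these data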;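 further: 0% = DMSO alone and 100% = 100 µM mitoxantrone as full dye displacement; higher means more dye released from RNA so lower well fluorescence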
# Tn6 DDE FP: DD(E)-Tn6 binding inhibition, primary FP screen. hit rate 0.21% among 370,000. Fibrin DD(E) TRITC-Tn6 fluorescence polarization displacement. inhibition, % at 8.3 µM. P02675;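 active means inhibition above a per-campaign cutoff: mean of compounds within control limits plus 3 SD, cut at about 15% in these data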;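 further: 0% = median of all compound wells on the plate and 100% = blocking peptide control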
# ARFGAP1 inh: rat ARFGAP1 inhibition; Arfgap1-stimulated ARF1 GTP hydrolysis, GDP FP detection; hit rate 0.26% among 360,000; AID 651572; inhibition, % at 16.5 µM;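 active means inhibition above a per-plate limit, mean inhibition of low control wells plus 3 SD, cut at about 25% in these data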;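 further: 0% = DMSO wells with enzyme and 100% = wells lacking Arfgap1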
# Target sequence (Q62848 1-136 limits assumed): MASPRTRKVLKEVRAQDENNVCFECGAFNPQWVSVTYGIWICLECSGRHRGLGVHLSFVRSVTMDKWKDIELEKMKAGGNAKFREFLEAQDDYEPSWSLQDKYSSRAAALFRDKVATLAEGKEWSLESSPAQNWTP
#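 System: truncated rat Arfgap1 GAP domain / Medium: HEPES-based buffer, pH 7.5 / Also added: N-terminally truncated human ARF1-GTP substrate / Incubation: enzyme reaction 120 min at 25 °C after 20 min preincubation / Measured by: FP of antibody-bound GDP Alexa 633 tracer, ex 620/em 688 nm / Replicates: singlicate, each compound tested once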
# An asterisk follows results filed as active; · = no result given.
SMILES,proKLK7 act,NPR2 activator,NPR1 activator,FXN GAA850 act,ADAM10 inh,HGIII-sPLA2 inh,ASAP1 GAP inh,rCAG RNA binder,Tn6 DDE FP,ARFGAP1 inh
CCOC(=O)c1ccc(N2C(=O)C(CC(N)=O)N(CCc3ccc(OC)c(OC)c3)C2=S)cc1 (configuration not stated),-0.6,3,1,0.6,-4,0,16,-2,2,-3
CCOc1ccc(/C(CC)=N/NC(=O)C2(C)CC2(Br)Br)cc1 (configuration not stated),-0.3,1,1,1.3,0,2,-1,0,8,2
COc1ccc(N=Nc2c(-c3ccc(OC)cc3)[nH]oc2=O)cc1,0.3,-6,1,-0.3,-6,1,4,6,15,-2
Oc1ccc(N2CCN(C(c3ccccn3)c3nnnn3C3CCCC3)CC2)cc1 (configuration not stated),1.4,-1,-6,-0.7,1,-11,-9,0,3,-1
C=CCOc1ccc2ccccc2c1CNCCCN1CCOCC1,-0.3,-7,-11,-1.9,-3,1,1,2,-5,-6
Cc1ccc(N(CC(=O)NCc2ccco2)C(=O)CNS(=O)(=O)c2ccc(F)cc2)c(C)c1,0.6,-2,-1,4.2,13,-22,0,-1,6,0
CCc1cccc(N(C(=O)c2csnn2)C(C(=O)NC2CCCC2)c2cccnc2)c1 (configuration not stated),0.5,2,0,-0.9,3,-2,-6,-2,2,12
O=C(OCC(=O)c1ccc(S(=O)(=O)N2CCCC2)cc1)C1=COCCO1,-0.4,-5,4,-0.1,4,-13,-9,7,6,9
COc1cc(CNC2CCCCCC2)cc(OC)c1,-0.5,-17,-29,1.4,6,0,6,-1,-9,-3
O=C(O)C1CCC(Cn2c(SCc3cc(=O)n4cc(Cl)ccc4n3)nc3ccsc3c2=O)CC1 (configuration not stated),0.4,-6,2,1.4,-1,-4,-4,-1,-3,3
N#Cc1ccccc1NC(=O)CNc1cc(S(=O)(=O)N2CCOCC2)ccc1NCC1CCCO1 (configuration not stated),0.0,-2,0,3.9,-17,-3,-3,-2,2,-1
O=C(NC1CCCC1)C(c1cccnc1)N(Cc1ccccc1F)C(=O)c1csnn1 (configuration not stated),0.3,-3,-1,1.6,-1,0,4,1,1,8
CCOC(=O)c1ccc(NC(=O)C2CCCO2)cc1 (configuration not stated),-0.6,-5,1,1.8,1,-1,-11,-4,0,-13
C[C@@H]1COC(=O)[C@@H](CC(=O)OC(C)(C)C)C/C=C\C[C@@H](CC(=O)NCCO)C(=O)N1,-0.3,3,2,-0.4,-5,-1,4,0,2,-2
Cc1nc(NC(=O)CC(C)C)sc1-c1csc(Nc2ccc(Cl)cc2Cl)n1,-0.7,-2,-4,1.5,-1,1,2,29,4,1
CC(=O)c1cccc(NC(=O)c2ccc(N(Cc3ccccc3)S(C)(=O)=O)cc2)c1,0.3,-6,3,-2.7,4,-19,1,-5,-9,10
O=C(O)COc1c(-c2ccc(Cl)cc2)oc2ccccc2c1=O,0.6,2,0,2.4,-34,-3,5,5,5,6
COc1ccc(-c2cc(C(F)(F)F)c3c(n2)sc2c(O)cc(=O)[nH]c23)c(OC)c1,0.5,1,11,3.2,-12,-8,7,42*,-2,12
O=C(O)C(Sc1ccncn1)c1ccccc1 (configuration not stated),0.2,·,·,-0.3,-3,-2,6,1,7,-9
O=S(=O)(NC1=NCCC1)c1cccc(NS(=O)(=O)c2ccc(OC(F)(F)F)cc2)c1,-0.2,-1,2,-3.1,1,-16,-3,9,3,-2
O=C(O)c1ccc(CSc2nc(-c3ccccc3)cc(C(F)(F)F)n2)cc1,-0.3,-1,-2,3.0,-9,-14,3,55*,-3,2
CCc1nc2c(OCc3cc(Cl)cc(Cl)c3)cccn2c1N(C=O)Cc1ccc(OC)cc1,-0.2,0,-6,-0.1,17,-4,12,3,-9,-3
CC(=O)Nc1sc(N)nc1-c1ccccc1,-0.5,-4,0,2.0,-11,1,12,2,1,3
O=[N+]([O-])c1ccc2c(c1)OCCOCCOCCOCCOCCOCCO2,0.1,7,3,0.2,10,5,6,1,-7,3
CCC(C)CN1C(=O)CSCC1(C)C(=O)NC(C)C (configuration not stated),0.4,-3,1,·,5,6,4,2,-2,-4
# More structures follow:
SMILES,proKLK7 act,NPR2 activator,NPR1 activator,FXN GAA850 act,ADAM10 inh,HGIII-sPLA2 inh,ASAP1 GAP inh,rCAG RNA binder,Tn6 DDE FP,ARFGAP1 inh
CCOc1ccc(N(CC(=O)Nc2ccc(OC)cc2)S(=O)(=O)c2c(C)[nH]c(=O)[nH]c2=O)cc1,-0.2,-2,1,0.5,-6,-1,7,10,-1,8
O=C(Cn1ncc2c3ccccc3n(Cc3ccccc3F)c2c1=O)NCC1CCCO1 (configuration not stated),0.4,36*,31,0.1,-9,3,-2,-3,0,-14
COc1ccc(CNC(=O)Cn2nnc(-c3ccc(NC(=O)C4CCCCC4)cc3)n2)cc1,-0.3,-3,-6,5.8,9,0,13,6,-4,-11
CCN=C1SC(C(=O)Nc2cc(Cl)cc(Cl)c2)CC(=O)N1CC (configuration not stated),0.1,-1,-3,0.2,-7,9,-3,-2,3,-3
COc1cccc(/C=N/Nc2nc(-c3cccnc3)nc3ccccc23)c1,-1.1,4,1,-1.2,-37,9,5,1,3,9
COc1ccc(OC)c(NC(=O)c2ccc(CN3CCc4ccccc4C3)cc2)c1,0.6,1,1,-0.8,-1,-1,-7,3,-2,-10
Cc1ccccc1C(=O)N1CCC(C(=O)Nc2ccc(S(=O)(=O)N3CCCCC3)cc2)CC1,-0.1,2,0,1.9,1,-5,1,2,-6,-1
COc1cc(NC(=S)NC(=O)c2ccccc2C)ccc1NC(=O)c1cccs1,-1.1,-5,-4,-0.9,-1,2,7,3,-3,1
COc1ccc(OC2(C)CCN(Cc3ccc(-c4ccccc4)o3)C2)cc1 (configuration not stated),-1.2,-4,-9,1.9,-16,-9,11,0,5,-7
Cc1cccc(-n2ncc3c(NCCCN4CCCC4=O)ncnc32)c1,0.6,·,·,1.3,-2,-1,6,-3,0,9
CCCS(=O)(=O)N1CCN(C2CCC(C)CC2)CC1 (configuration not stated),-0.3,0,3,-0.7,1,-1,4,-6,-2,-1
Cc1ccc(C(=O)Oc2cccc(NC(=O)c3cccs3)c2)cc1S(=O)(=O)N1CCOCC1,-1.1,1,-1,-1.0,-1,6,-2,9,1,12
Nc1cc(=O)nc(SCC(=O)N2CCN(c3ccccc3)CC2)n1-c1ccccc1,1.0,2,2,0.5,3,0,-7,-4,0,1
CSCCC(NC(=O)COc1ccccc1)C(=O)N1CCOCC1 (configuration not stated),-0.3,3,3,0.1,7,0,-4,-1,0,9
Cc1ccc(/C=N/N2CCN(Cc3cccc4ccccc34)CC2)s1,-0.1,-3,-1,0.5,1,-2,5,0,2,6
Cc1ccc(Nc2cc(C)c3ccc(O)cc3n2)cc1C,-2.2,-3,-8,-0.5,-91,-47,-5,10,-6,5
COC(=O)c1cc(=O)n(Cc2ccc3c(c2)OCO3)c(=Nc2ccccc2)s1,-0.1,7,1,0.7,-13,2,0,1,7,14
Fc1ccc(OCc2nn3cnnc3s2)cc1,-0.8,0,0,3.5,3,3,2,2,2,12
COC(=O)CC1C(=O)NCCN1C(=O)c1oc2c(C)c(C)ccc2c1C (configuration not stated),-1.1,-5,0,1.9,-15,-1,-4,-2,-1,10
CCOC(=O)C1=C(COC(=O)c2cc(OC)c(OC)cc2[N+](=O)[O-])NC(=O)NC1C (configuration not stated),0.5,2,5,2.6,-9,2,3,0,2,-6
NC1=NC(=O)C(Cc2cc(Cl)ccc2Cl)S1 (configuration not stated),-0.3,-1,5,-1.4,-2,0,12,0,0,2
CCCOC(=O)c1ccc(Oc2cn[nH]c2-c2ccc(OCC)cc2O)cc1,0.4,8,-3,0.9,8,-52,15,15,-4,12
Cc1ccc(OCC(=O)Nc2ccc(S(=O)(=O)NC3=NCCCCC3)cc2)cc1,-0.2,4,3,0.6,-13,-1,1,4,8,-6
COC(=O)c1ccc(N2CCOCC2)c(NC(=O)c2cccnc2)c1,-0.2,-2,2,-2.0,-9,11,1,-9,5,-3
Cc1ccc(CNC(=O)c2ccc(Br)o2)cc1,-0.2,4,4,1.1,-5,-2,9,-1,1,0

# The final three compounds of the section above are carried over, then new ones follow:
SMILES,proKLK7 act,NPR2 activator,NPR1 activator,FXN GAA850 act,ADAM10 inh,HGIII-sPLA2 inh,ASAP1 GAP inh,rCAG RNA binder,Tn6 DDE FP,ARFGAP1 inh
Cc1ccc(OCC(=O)Nc2ccc(S(=O)(=O)NC3=NCCCCC3)cc2)cc1,-0.2,4,3,0.6,-13,-1,1,4,8,-6
COC(=O)c1ccc(N2CCOCC2)c(NC(=O)c2cccnc2)c1,-0.2,-2,2,-2.0,-9,11,1,-9,5,-3
Cc1ccc(CNC(=O)c2ccc(Br)o2)cc1,-0.2,4,4,1.1,-5,-2,9,-1,1,0
CCN(CCCNC(=O)COc1cc(=O)n(C)c2ccccc12)c1ccccc1,-0.2,-4,-10,-0.7,-5,-2,9,4,6,3
CC(=O)NCCC(=O)Nc1nc(C)c(Cc2ccc3c(c2)OCO3)s1,0.1,6,2,1.8,-8,-5,-3,-1,-3,2
COC(=O)COc1ccc(S(=O)(=O)N2CCN(c3ccccc3)CC2)cc1,-1.0,-5,14,-1.2,5,0,0,-6,0,-9
CCN(CC(=O)Nc1ccc(C(=O)Nc2ccc(OC)cc2)cc1)Cc1nc2ccccc2c(=O)[nH]1,-0.3,1,-1,-0.4,3,-1,9,2,0,5
COC(=O)[C@]12C[C@H](CC(=O)N3CCN(C(=O)C4CC4)CC3)C(=O)N(CCC3=CCCCC3)C1=C[C@H](COCc1ccccc1)O[C@@H]2C,0.3,2,9,·,2,-7,2,3,-7,-1
Cn1c(N)c(C(=O)COC(=O)CNS(=O)(=O)c2cccc(Cl)c2)c(=O)n(C)c1=O,-0.8,-4,5,1.4,8,0,12,0,-2,4
CCN(C[C@H]1N[C@@](CC)(C(=O)OC)[C@H]2C(=O)N(Cc3ccccc3)C(=O)[C@@H]12)C(=O)Nc1ccc(OC)cc1,-0.3,-6,-2,18*,-13,12,-11,1,-7,8
Cc1ccc(NC(=O)CSc2nc(=O)n(CCN(C)C)c3c2CCCC3)cc1Cl,0.6,-7,0,0.9,-10,-1,-1,-4,7,-10
Cc1cc(C)cc(NC(=O)C2CCCN(S(=O)(=O)c3ccc4[nH]c(=O)ccc4c3)C2)c1 (configuration not stated),-0.2,6,-2,-0.8,-16,4,12,5,0,27*
O=C(N/N=C/c1ccccc1Br)c1ccc(CSc2cccc3cccnc23)cc1,-0.9,-4,-6,-0.9,-69,2,12,6,-5,10
Cc1ccc(C(OCC(O)CNC(CO)C(O)c2ccc([N+](=O)[O-])cc2)c2ccccc2)cc1 (configuration not stated),-0.7,-15,-12,-6.1,9,-7,11,-1,-7,6
COc1ccc(NC(=O)N(C2CCCCC2)C2CCN(C(C)C)CC2)c(OC)c1,-0.4,-6,-2,-1.9,-9,10,-10,-1,0,6
COC(=O)C(=N/Nc1ccccc1C(=O)OC)/C(C)=N/O,0.6,-10,-8,-1.2,0,16,5,-2,-1,3
CCc1nc2ccc(C(=O)NCCC(C)C)cn2c1N(CCN(C)C)CC1CC1,-0.7,4,-1,-1.7,-33,13,-1,-1,6,-2
CCCc1c(C)c2cc(C)ccc2[nH]c1=O,0.2,1,1,1.4,-26,-1,-6,1,18*,-8

# The order is random (roughly 4.5% active in at least one column).
